NPYLR7 ag: activates Aedes aegypti NPYLR7 receptor | HEK293T NPYLR7/Galpha15, GCaMP6s calcium fluorescence | activation, % at 10 µM | 270,000 compounds, 0.15% hits; in the data active = activation above about 40%;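 note: 0% = vehicle and 100% = reference agonist at the receptor; some compounds past the cut are filed as inactive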
hcGAS lum: human cGAS inhibition | 290,000 compounds, 0.081% hits | recombinant h-cGAS, ATP depletion, Kinase-Glo luminescence | inhibition, % at 12.5 µM | AID 1259398;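 note: 0% = vehicle reaction and 100% = reaction without DNA for no activity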
Target sequence (Q8N884 whole entry, looked up): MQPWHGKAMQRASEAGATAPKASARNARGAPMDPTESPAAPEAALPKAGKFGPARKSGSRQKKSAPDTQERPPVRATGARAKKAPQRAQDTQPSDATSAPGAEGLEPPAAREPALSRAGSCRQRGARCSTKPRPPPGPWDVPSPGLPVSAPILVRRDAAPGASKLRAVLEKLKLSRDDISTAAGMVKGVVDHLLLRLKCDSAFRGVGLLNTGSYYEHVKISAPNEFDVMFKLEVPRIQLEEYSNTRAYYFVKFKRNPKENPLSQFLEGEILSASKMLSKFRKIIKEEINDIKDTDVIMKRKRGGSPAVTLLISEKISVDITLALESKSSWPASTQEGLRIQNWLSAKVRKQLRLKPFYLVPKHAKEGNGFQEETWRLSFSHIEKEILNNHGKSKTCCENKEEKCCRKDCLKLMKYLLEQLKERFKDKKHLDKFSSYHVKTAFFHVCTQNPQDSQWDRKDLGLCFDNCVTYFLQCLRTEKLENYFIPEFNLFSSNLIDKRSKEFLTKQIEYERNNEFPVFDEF
mcGAS inh: inhibitors of mouse cGAS | Q8C6L5 | recombinant cGAS, Kinase-Glo ATP depletion luminescence | inhibition, % at 12.5 µM | 160,000 compounds, 0.15% hits | AID 1259399;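 note: 0% = negative control wells and 100% = reference inhibitor with no enzyme activity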
The depositor's hits bear a star; . = no result given; & = joins results of further samples. Cut-off read from the data, not from the text of the source, unless noted: active = inhibition above about 40%; inactive = the rest.

SMILES	NPYLR7 ag	hcGAS lum	mcGAS inh
CC1CN(c2cc(Cl)nc(SCC(=O)NCCc3ccccn3)n2)CCN1C(=O)c1cccc(F)c1 (stereo not given)	-4	-5	-4
COc1ccc(-n2nc(-c3cccc(OC)c3)cc2C(=O)N(CCC#N)Cc2cccnc2)cc1	.	1	-1
CCC1CN(S(C)(=O)=O)CCC1NC(C)c1nc(C2CC2)no1 (stereo not given)	2	-6	.
Cc1ccc(S(=O)(=O)NC(=O)C(C)C)cc1N(C)C	8&0	-6&-1	-2
CCCCCCCN=Cc1c(C)[nH]n(-c2ccc([N+](=O)[O-])cc2)c1=O	-11	-3	.
O=C(c1ccc(F)cc1F)N1CCN(c2nccc(-c3ccco3)n2)CC1	-6	-2	-5
COc1cc(OC)cc(-c2nnc(SCc3ccc(Br)cc3F)o2)c1	1	-11	.
O=C(Nc1cccnc1N1CCN(C(=O)c2cc(F)ccc2Cl)CC1)c1ccc2c(c1)OCO2	2	4	2
O=C(Nc1ccc(F)cc1)N1CCN(c2ncccn2)CC1	4	0	.
Cc1cc(C)c(NC(=O)CN(C)C(=O)c2cc3cnn(C(C)C)c3nc2C)c(C)c1	1	-6	-9
CCCC(=O)Nc1ccc(N2CCc3ccccc3C2)c(C(=O)NCCc2ccccc2)c1	19	-5	-5
CCc1nnc(-c2cc3ccccc3n2CC(=O)Nc2cc(C)cc(C)c2)o1	-4	-10	-10
O=S(=O)(CCN1CCOc2ccccc21)Oc1ccccc1	7	-4	.
COc1cc(OC)c(NC(=O)Cc2ccc(F)cc2)cc1Cl	-1	-8	.
CCOC(=O)c1c(C)n(-c2ccc(Br)cc2)c2ccc(OC)cc12	3	-5	-3
COc1ccccc1C1CCCN1C(=O)CN1C(=O)C(Oc2ccccc2)C1c1cccnc1 (stereo not given)	10	-6	.
O=c1c2[nH]cnc2n(-c2ccc(F)cc2F)c(=O)n1Cc1ccccc1	27	-9	.
COc1cc2c(cc1OC)CN(S(=O)(=O)c1ccc(OC)c(N3CCN(C(=O)c4ccccc4OC(F)(F)F)CC3)c1)CC2	25	-6	-5
Cc1cc(C)cc(N=c2oc3c(C)ncc(CO)c3cc2C(=O)Nc2cccc3ccccc23)c1	-6	0	-1
O=C(c1ccsc1)N1CCC(n2c(Cc3ccccc3)nc3ccccc32)CC1	2	-1	-5
CNc1nc2cnc(Nc3cccc(F)c3)cc2n1CCN1CCOCC1	10	-6	-9
CCN(Cc1cc(Br)ccc1F)C(=O)c1cc(C(C)C)[nH]n1	-2	-6	-17
Cc1cc(-c2nn(-c3ccccc3F)cc2CNCCN2CCCCC2=O)c(C)s1	14	-11	-11
CC1CCN(c2nc3ncc4c(c3c(=O)[nH]2)CC(C)(C)CC4=O)CC1	1	-6	-4
Fc1ccc(Cn2c(SCc3cc4c(cc3Cl)OCO4)nc3ccccc32)cc1	-1	-7	-5
O=C(Cn1ncn2c(cc3sccc32)c1=O)NC1CCCCCC1	3	-1	0
Cc1ccc(F)cc1NC(=O)CNCc1cn[nH]c1-c1ccc(F)cc1	-4	-3	.
COC(=O)c1cc(Cl)c2c(c1)CC(CNC(=O)c1ccccc1Br)O2 (stereo not given)	11	-5	-4
COc1ccc(-c2nnc(-c3cc4ccccc4oc3=O)o2)cc1	-10	6	-1
Fc1cccc(NC2=NCCC2)c1	4	-6	.
COC(C(=O)NCc1ccc(C(C)(C)C)cc1)c1ccccc1 (stereo not given)	-18	-3	.
CC(C)(C(=O)N1CCC1(C)C(=O)NS(=O)(=O)c1ccccc1Cl)c1ccccc1 (stereo not given)	4	-6	.
NC1CCCN(C(=O)c2cccc(-c3ccc(F)cc3)c2)CC1 (stereo not given)	19	-6	.
COC(=O)CCNC(=O)c1nn(CC2CC2)c2c1CN(C(=O)c1sccc1Cl)CC2	17	-20	-7
CCC1SC(c2cccc(F)c2)N(CCN2CCNCC2)C1=O (stereo not given)	-2	2	1
Cn1cc(CCC(=O)Nc2c(F)cccc2Oc2ccccc2)cn1	13	-7	-15
COCC(=O)NC1CC(=O)N(Cc2ccccc2Cl)C1 (stereo not given)	3	-6	.
COc1cccc(Cc2nc3c(c(N4CCOCC4)n2)CN(C(=O)Nc2cccc(C(F)(F)F)c2)CC3)c1	-4	9	1
O=S(=O)(c1ccc(N2CCCC2c2ccc3c(c2)OCCO3)nc1)N1CCCC1 (stereo not given)	0	-10	-6
Cc1cccc(C(=O)NNC(=O)COc2ccc(Cl)cc2)c1	0	-11	.
CCCCn1c(O)c(C=Nc2cccc(CC)c2)c(C)c(C#N)c1=O	5	-6	.
Cc1cc(C)c(Cn2ccnc2CN(Cc2cccnc2)C(=O)c2ccccc2F)c(C)c1	27	-9	-9
COc1ccc(-c2nnc3ccc(OCCNC(=O)C4CCCC4)nn23)cc1	-10	0	0
CC(=O)c1sc(NC(=O)c2ccccc2I)nc1-c1ccccc1	-6	-6	-7
COc1ccc2oc(=O)c(C(=O)Nc3ccccc3F)cc2c1	7	-3	-6
CCCn1nc(C(=O)N2CCN(S(=O)(=O)c3ccc4c(c3)CCC4)CC2)ccc1=O	0	-6	-7
CCOc1ccc2nc(N3CCCC(C(=O)NCCCn4cccn4)C3)nc(C)c2c1 (stereo not given)	0	2	-4
COc1ccc(-c2nc3scc(CCNS(=O)(=O)c4ccc(OC)c(C)c4)n3n2)cc1	-16	3	0
c1ccc(-c2nnc(-c3ccccn3)n2-c2ccccn2)nc1	0	-5	-4
COc1ccc(-c2csc(NC(=O)c3ccc(OCc4noc(C)n4)cc3)n2)cc1	0	3	.
CCCNc1nc(SCC)nc2c1cnn2CCNC(=O)c1ccc(F)cc1	-1	8	-6
Nc1ccc(SC2=C(Nc3ccccc3)C(=O)N(c3ccccc3)C2=O)cc1	21	-4	.
CC(C)C1C(=O)NCCN1C(=O)c1cccc2ncccc12 (stereo not given)	-3	-3	-5
Cc1ncsc1C(=O)N1CCCN(Cc2nc3ccccc3s2)CC1	8	-2	.
CC(C)(CNC1=NCCCN1)c1cccc(Br)c1	8	-7	.
c1cncc(COC2CCN(Cc3ccc(-n4ccnc4)cc3)CC2)c1	-17	0	.
Cc1ccc(-n2nnnc2-c2cnc(C3CC3)nc2C(F)(F)F)cc1	7	-2	.
CC(C)Cc1cc(C(=O)N2CCc3c(nc(N(C)C)[nH]c3=O)C2)on1	-1	-4	.
COc1ccc(NC(=O)Cn2c(=O)n(-c3ccc(F)cc3)c(=O)c3ccccc32)cc1OC	3	-1	-8
Cn1ccnc1C(NC(=O)c1nc2ccccc2[nH]c1=O)C1CC1 (stereo not given)	4	-4	-10

Continuation.
SMILES	NPYLR7 ag	hcGAS lum	mcGAS inh
CCOc1cc([N+](=O)[O-])c(C(=O)Nc2cnc3c(cnn3C(C)C)c2)cc1OC	-3	0	-6
COc1cccc(Cn2cccc2CN(C(=O)CN(CC(C)C)C(=O)c2cccc(C(F)(F)F)c2)C(C)(C)C)c1	-4	-6	-3
O=[N+]([O-])c1cc(S(=O)(=O)N2CCCC2)ccc1NN=Cc1c[nH]c2ccc(Br)cc12	-13	-17	.
CCCCCCNc1ccc(NC(=O)c2ccc(C3CCC(CCCCC)CC3)cc2)c2c1C(=O)c1ccccc1C2=O (stereo not given)	9	-7	-7
COc1ccc2oc(C(=O)NC(C)c3ccccn3)c(C)c2c1 (stereo not given)	4	-5	.
CCN(C(=O)NCc1ccc(N(C)C)cc1)C1CCCCC1	11&-3	-17&2	.
Cc1ccc(F)c(S(=O)(=O)Nc2cc(F)cc(C(=O)O)c2F)c1	7	6	.
O=C1CSC(c2ccc(OC(F)F)cc2)N1c1ccccc1 (stereo not given)	-4	-8	.
CCC(NC(=O)c1ccccc1N)C(=O)c1ccccc1 (stereo not given)	-8	4	.
O=C(COc1ccc2ccc(=O)oc2c1)NC1CC1	16	-6	.
O=C1CN(S(=O)(=O)NCc2ccccc2)CCN1C1CCCC1	2	-2	.
Cc1c(C)n2c3c(=O)n(CC(=O)c4ccccc4)c(=O)n(C)c3nc2n1Cc1ccco1	-11	8	.
O=C(NC(Cc1ccccc1)C(=O)N1CCOCC1)C1CC(c2cccc(F)c2)=NO1 (stereo not given)	0	-3	-4
CCC(C(=O)NC(C)c1ccccc1)n1c(=O)n(-c2cccc(C)c2)c(=O)c2ccc(Cl)cc21 (stereo not given)	4	2	1
CCCCN(C)C(=O)c1cnn(-c2ccccc2)c1	0	-6	.
CC(=O)Nc1ccc(S(=O)(=O)N2CCN(c3nc(C)nc(C)c3Cc3cccc(C(F)(F)F)c3)CC2)cc1	.	-11	-9
O=c1c2ccccc2nnn1CN1CCCC(c2nc3ccccc3s2)C1 (stereo not given)	4	-2	.
O=c1[nH]c2n[nH]c(=S)n2c2c1CCCC2	-2	51*	.
CCCNC(=O)C1(C)CCCN(Cc2c3ccccc3nn2C)C1 (stereo not given)	-1	-7	.
OC1COC(n2ccc3ccccc32)C(O)C1O (stereo not given)	4	-4	-3
COc1cccc(CN(Cc2ccccc2)Cc2cccn2Cc2ccccc2C)c1	26	-2	-4
CC1(C)CC(NC(=O)c2cn(CCCc3ccccc3)nn2)CCO1 (stereo not given)	8	-6	-9
CCOc1ccc(C(C2Sc3nc(C)nn3C2=O)N2CCc3ccccc3C2)cc1 (stereo not given)	-4	-4	-8
CN(CCCC1CCCC1)C(=O)c1cccs1	-1	-4	-21
CCc1cc(CN(C)C(=O)c2cn[nH]n2)on1	1	-5	-13
O=C(CSc1nnnn1-c1ccccc1)NCc1ccccc1	-4	-1	-6
CCOc1nn(CC)cc1-c1nnc(SCc2ccccc2)n1C	3	-6	-7
O=C(Cn1c2ccccc2c(=O)c2ccccc21)Nc1ccc(C(F)(F)F)cc1	-1	-3	.
O=C(CSc1nc(=O)n(Cc2ccncc2)c2c1CCC2)c1ccccc1	-1	-6	-7
COc1ccc(F)c(-c2nc(CN3CCN(CCCO)CC3)c(C)o2)c1	.	-3	-12
CCOc1cc(C(=O)N(CCOC)CC(C)C)ccn1	1	-9	.
CC1(C(=O)N2CCC3(CCC(COc4ccncc4)O3)CC2)CCCCC1 (stereo not given)	.	-9	-5
Cc1ccccc1C1c2ccsc2CCN1C(=O)CN(CC1CCCO1)C(=O)c1cccc(C(F)(F)F)c1 (stereo not given)	-3	18	1
CCc1nc(Cl)c(C)c(NC2CCCN(S(C)(=O)=O)C2)n1 (stereo not given)	2	-6	.
Cc1cc(=O)[nH]c(CCNC(=O)c2cc3ccc(C(C)C)cc3[nH]2)n1	-1	-7	.
C=CCN1C(=O)NC(c2ccccc2C(F)(F)F)C2=C1CN(C(C(=O)N1CCN(c3ccccc3OC)CC1)c1ccccc1)C2=O (stereo not given)	.	-2	-8
Cc1cc(OCC2CN(C(=O)c3cnc4ccccc4c3)CCO2)ccc1Cl (stereo not given)	-7	-6	-6
Cc1[nH]n(-c2ccccc2)c(=O)c1N=Nc1ccccc1C(=O)N1CCOCC1	-6	-6	-4
C[C@H](NC(=O)[C@@H](C)N1Cc2ccc(N3CCOCC3)nc2C1=O)c1ccccc1	8	-10	.
CCOC(=O)c1ccc(OC2CC3CCC(C2)N3C(=O)c2ccc(CSc3nc4ccc(Cl)cc4o3)cc2)cc1 (stereo not given)	16	-2	-5
O=C(NC(C(=O)N1CCCCC1)C1CCN(C(=O)Cc2ccccc2)CC1)c1ccc2c(c1)OCO2 (stereo not given)	-6	2	-1

Of the compounds above, these contain an NH in an aromatic ring:
SMILES	NPYLR7 ag	hcGAS lum	mcGAS inh
CCCCCCCN=Cc1c(C)[nH]n(-c2ccc([N+](=O)[O-])cc2)c1=O	-11	-3	.
O=c1c2[nH]cnc2n(-c2ccc(F)cc2F)c(=O)n1Cc1ccccc1	27	-9	.
CCN(Cc1cc(Br)ccc1F)C(=O)c1cc(C(C)C)[nH]n1	-2	-6	-17
CC1CCN(c2nc3ncc4c(c3c(=O)[nH]2)CC(C)(C)CC4=O)CC1	1	-6	-4
Cc1ccc(F)cc1NC(=O)CNCc1cn[nH]c1-c1ccc(F)cc1	-4	-3	.
CC(C)Cc1cc(C(=O)N2CCc3c(nc(N(C)C)[nH]c3=O)C2)on1	-1	-4	.
Cn1ccnc1C(NC(=O)c1nc2ccccc2[nH]c1=O)C1CC1 (stereo not given)	4	-4	-10
O=[N+]([O-])c1cc(S(=O)(=O)N2CCCC2)ccc1NN=Cc1c[nH]c2ccc(Br)cc12	-13	-17	.
O=c1[nH]c2n[nH]c(=S)n2c2c1CCCC2	-2	51*	.
CCc1cc(CN(C)C(=O)c2cn[nH]n2)on1	1	-5	-13
Cc1cc(=O)[nH]c(CCNC(=O)c2cc3ccc(C(C)C)cc3[nH]2)n1	-1	-7	.
Cc1[nH]n(-c2ccccc2)c(=O)c1N=Nc1ccccc1C(=O)N1CCOCC1	-6	-6	-4

Bioassay records from PubChem.
